EBI2 block – EBI2 receptor antagonists, beta-arrestin recruitment, primary screen, cell-based, luminescence, 7a,25-OHC stimulation, uHTS. G-protein coupled receptor 183 (Homo sapiens), P32249. 7a,25-OHC stimulated. inhibition, % at 5 µM. 0.81% of 360,000 active. AID 651636, 2012; in the data active = inhibition above about 38%;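 note: enzyme fragment complementation signal reports receptor beta-arrestin coupling in cells; 0% = agonist plus DMSO wells and 100% = wells without agonist; some results beyond the cut were filed as inactive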
Target sequence (P32249 whole entry, looked up, the tested form may be a part): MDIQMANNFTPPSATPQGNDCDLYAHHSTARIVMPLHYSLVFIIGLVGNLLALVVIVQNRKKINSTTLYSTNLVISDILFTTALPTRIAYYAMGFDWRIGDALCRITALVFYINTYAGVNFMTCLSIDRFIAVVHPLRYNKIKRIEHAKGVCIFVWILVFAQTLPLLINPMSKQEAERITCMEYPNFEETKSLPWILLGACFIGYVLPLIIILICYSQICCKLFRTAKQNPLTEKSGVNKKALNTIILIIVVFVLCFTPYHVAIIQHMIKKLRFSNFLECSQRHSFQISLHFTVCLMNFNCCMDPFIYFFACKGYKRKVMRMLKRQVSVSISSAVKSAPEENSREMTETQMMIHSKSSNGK
MPTP inh – mitochondrial permeability transition pore inhibitors, primary screen, biochemical, isolated mouse mitochondria, absorbance; inhibition, % at 10 µM; Ca2+ swelling absorbance, 30 min; 1.4% of 360,000 active;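 active = inhibition of 50% or more, scaled per plate between neutral and stimulator controls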;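 note: 0% = DMSO wells given calcium and 100% = 1 mM EGTA wells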
CXCR6 inh – CXCR6 receptor inhibitors, primary screen, cell-based, beta-arrestin, luminescence, CHO-K1 PathHunter, 1536-well. C-X-C chemokine receptor type 6 (Homo sapiens), O00574. inhibition, % at 20 µM. 0.36% of 360,000 active; in the data active = inhibition above about 34%, passing the limit was not always enough;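 note: antagonist mode with CXCL16 agonist at 10 nM final; 0% = 10 nM CXCL16 with DMSO and 100% = unstimulated wells without agonist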
Target sequence (O00574 whole entry, looked up): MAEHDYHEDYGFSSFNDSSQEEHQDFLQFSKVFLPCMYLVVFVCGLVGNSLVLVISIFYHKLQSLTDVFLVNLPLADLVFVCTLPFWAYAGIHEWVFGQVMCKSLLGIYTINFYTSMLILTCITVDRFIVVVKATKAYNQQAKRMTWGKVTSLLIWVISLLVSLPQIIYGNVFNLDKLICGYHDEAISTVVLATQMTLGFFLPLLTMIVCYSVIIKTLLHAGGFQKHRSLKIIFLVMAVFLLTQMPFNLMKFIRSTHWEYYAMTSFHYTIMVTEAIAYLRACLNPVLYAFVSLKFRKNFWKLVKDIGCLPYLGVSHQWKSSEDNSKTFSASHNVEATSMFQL
An asterisk follows results filed as active; & = joins results of further samples. An excerpt. The share of hits here may be higher or lower than overall.

SMILES | EBI2 block | MPTP inh | CXCR6 inh
COc1ccc(NC(=O)C2(C)CCN2Cc2csc3ccccc23)cc1OC (stereo not drawn) | 2.6 | 0.4 | 1.2
Cc1ccc(Cn2cc(CN(C)C3CN(Cc4cn(Cc5ccc(C)cc5)nn4)S(=O)(=O)C3)nn2)cc1 (stereo not drawn) | -1.2 | 0.3 | 8.6
O=C(O)c1ccsc1Cc1cccs1 | -9.5 | 1.0 | -2.2
CN(C)c1cc(C(=O)N(C)c2ccccc2)ncn1 | -2.0 | 0.4 | 1.2
COCCNC(=O)C1(C)CCCN(Cc2cc(-c3ccccc3)nn2C)C1 (stereo not drawn) | -4.9 | -0.4 | -11.2
COC(=O)c1cnc(Nc2nc(C(N)Cc3ccc(Cl)cc3)cs2)nc1C(F)(F)F (stereo not drawn) | 7.2 | 2.5 | 12.7
CNc1nc(NCc2ccc(N(C)C)cc2)c2sccc2n1 | -9.2 | 5.1 | 1.9
CC(C)COC(=O)N(C)C[C@@H]1OCc2cnnn2CCCC(=O)N([C@H](C)CO)C[C@H]1C | -0.8 | -0.6 | -6.0
CCCCNC(=O)C1c2ccccc2OCC(=O)N1CCc1ccccc1 (stereo not drawn) | -3.9 | 0.4 | 7.6
CCS(=O)(=O)N1CCN(C(=O)c2ccc3nc(C)c(N(C)C(=O)CCc4ccccc4)n3c2)CC1 | -3.6 | -0.1 | 0.1
CC(C)c1cccc(C(C)C)c1Nc1cn[nH]c1 | -9.7 | 0.5 | -18.1
COCCN1C[C@@H](CO)O[C@@H](n2cnc3c(N(C)C(C)C)ncnc32)C1 | -5.2 | -0.6 | -0.1
Cc1ccc(CN2C(=O)CCC2(C)c2nnnn2-c2c(C)cccc2C)cc1 (stereo not drawn) | 12.0 | 1.3 | 0.9
CN(C)C=Nc1ccc([N+](=O)[O-])c2ccccc12 | 9.3 | 0.4 | 12.5
CC(C)NC(=O)C1(C)CCN1C/C=C/c1ccccc1 (stereo not drawn) | -6.0 | 0.1 | 7.9
O=S1(=O)C[C@H](N2CCOCC2)[C@@H](COCc2ccccc2)N1 | -13.2 | -0.4 | 1.8
CCC/C=C/c1ccc(CN2C(C)C(=O)N(Cc3cn(Cc4ccco4)nn3)CCS2(=O)=O)cc1 (stereo not drawn) | 12.1 | -0.2 | 5.4
C=CCOc1ccc(C[C@H](N)C(=O)NC[C@H]2O[C@@H](n3cc(C)c(=O)[nH]c3=O)C[C@@H]2O)cc1 | -9.3 | -0.3 | 2.5
COCCNC(=O)C1(C)CCCN(C(=O)c2cc(F)cc(F)c2)C1 (stereo not drawn) | 2.5 | -0.8 | -0.8
CCC(C(N)=O)N1C(=O)C2C3CCC(C3)C2C1=O (stereo not drawn) | -12.1 | -1.4 | -6.8
COc1ccc(F)cc1-c1cc(C(=O)Nc2ccc(NC(C)=O)cc2)[nH]n1 | -9.2 | 0.5 | -1.8
COCCNC(=O)C1(C)CCN(Cc2cccc(Oc3ccccc3)c2)C1 (stereo not drawn) | -6.7 | -0.6 | 4.6
O=C(Nc1ccccc1)c1cc(C2COCCN2C(=O)C2CC2)on1 (stereo not drawn) | -7.2 | -0.5 | -2.0
CCCCC1Cc2[nH]c(=S)[nH]c(=O)c2C(c2ccc(Cl)cc2)O1 (stereo not drawn) | -8.9 | -3.2 | -0.3
O=C(NCCO)c1cccc(-c2cccc3nccn23)c1 | -4.2 | -1.5 | 0.6

Brought forward from above: two compounds, then new ones.
SMILES | EBI2 block | MPTP inh | CXCR6 inh
CCCCC1Cc2[nH]c(=S)[nH]c(=O)c2C(c2ccc(Cl)cc2)O1 (stereo not drawn) | -8.9 | -3.2 | -0.3
O=C(NCCO)c1cccc(-c2cccc3nccn23)c1 | -4.2 | -1.5 | 0.6
CC(=O)Nc1cc(-c2cccc(C(=O)NCCN(C)C)c2)cn2c(-c3ccccc3)cnc12 | 9.6 | 20.4 | 6.3
Cc1c(C(=O)NCc2ccc(C#N)cc2)sc(=O)n1Cc1ccccn1 | -5.3 | -0.9 | 5.3
Cc1noc(C)c1S(=O)(=O)Nc1ccc2c(c1)C(=O)N([C@@H](C)CO)C[C@@H](C)[C@@H](CN(C)CC1CCCCC1)OCCCC[C@@H](C)O2 | -5.5 | -1.3 | 5.6
CN1CCN(C(=O)c2cccc(-c3ccc4nccn4c3)c2)CC1 | -10.1 | 0.2 | -3.3
NC(CO)c1csc(NC(=O)Nc2ccccc2Cc2ccccc2)n1 (stereo not drawn) | -8.6 | 5.4 | 6.2
Cc1ccc(C(NC(=O)C2CCN(Cc3ccc(Oc4ccccc4)cc3)CC2)c2ccccn2)cc1 (stereo not drawn) | 12.6 | 4.7 | 17.8
NC(c1csc(NC(=O)c2cccc(OC(F)(F)F)c2)n1)c1ccccc1Cl (stereo not drawn) | 3.5 | 8.0 | 24.2
CCOC(=O)CN(c1sc(C)c(C)c1C(=O)OCC)S(=O)(=O)c1ccc(C)cc1 | -1.5 | 0.8 | 12.0
Cc1cn([C@H]2C[C@H](O)[C@@H](CNC(=O)[C@H](N)C3CC3)O2)c(=O)[nH]c1=O | -1.6 | -2.0 | -1.8
COC(=O)[C@]12CCCCC=C1N(Cc1cccc3ccccc13)C(=O)[C@H](CC(=O)NCc1cccc(C(F)(F)F)c1)C2 | 19.8 | -0.3 | 2.4
Nc1nc(Cl)nc2c1ncn2C1OC(CO)C(O)C1O (stereo not drawn) | -0.1 | -2.3 | 0.8
O=S(=O)(c1cccnc1)N1CCCC(Nc2ccc(F)c(F)c2)C1 (stereo not drawn) | -5.2 | -0.4 | -7.8
O=C(/C=C/[C@H]1O[C@@H](n2ccc(=O)[nH]c2=O)[C@H](O)[C@@H]1O)NCCN1CCCCC1 | -5.1 | -0.7 | 3.5
CCNc1nc(NC(C)C)nc(-c2ccncc2)n1 | 6.7 | 0.8 | 2.4
COc1ccc(/C=C2\SC(=O)N(CCCC(=O)Nc3ccc(C(=O)O)cc3)C2=O)cc1 | 0.1 | 0.7 | 3.8
CC1=CC(C)C(=O)N(C)C(C)=C1 (stereo not drawn) | -4.1 | -0.1 | -4.0
Cc1cn([C@H]2C[C@H](O)[C@@H](CNS(=O)(=O)c3ccc(NS(=O)(=O)N(C)C)cc3)O2)c(=O)[nH]c1=O | -2.0 | -0.4 | 2.5
Cc1cc(OCC(=O)OCC(=O)N2CCCCC2)ccc1Cl | 1.2 | 0.0 | 0.9
C[C@H](CO)N1C[C@H](C)[C@H](CN(C)C(=O)c2ccccc2)OCc2cnnn2CCCC1=O | -5.9 | -1.3 | 6.8
O=C(O)CN1C(=O)C=CC1=O | 5.3 | -1.0 | -15.6
COc1ccc(CCN2C(=O)c3ccccc3C2c2nnnn2Cc2ccccc2)cc1OC (stereo not drawn) | 3.2 | 0.3 | -5.0
O=C(c1[nH]c(C(F)(F)F)nc1-c1ccccc1)N1CCN(C/C=C/c2ccccc2)CC1 | -6.1 | -0.5 | -7.5
COc1ccc([C@H]2CN(c3ccc(OC)cc3)C(=O)[C@@H]2CC(=O)Nc2ccccc2)cc1 | 46.4* | -1.5 | 14.1
COc1cccc(C(NC(C)=O)c2nc(-c3ccc(F)c(Cl)c3)cs2)c1 (stereo not drawn) | 8.3 | 0.8 | -11.0
Cc1ccc(S(=O)(=O)N2CCC(=O)N([C@H](COCc3ccc(Cl)c(Cl)c3)Cc3ccccc3)CC2)cc1 | 38.6 | -0.4 | 6.4

Fetched by structure from the list above:
SMILES | EBI2 block | MPTP inh | CXCR6 inh
Cc1noc(C)c1S(=O)(=O)Nc1ccc2c(c1)C(=O)N([C@@H](C)CO)C[C@@H](C)[C@@H](CN(C)CC1CCCCC1)OCCCC[C@@H](C)O2 | -5.5 | -1.3 | 5.6
CCOC(=O)CN(c1sc(C)c(C)c1C(=O)OCC)S(=O)(=O)c1ccc(C)cc1 | -1.5 | 0.8 | 12.0
Cc1cc(OCC(=O)OCC(=O)N2CCCCC2)ccc1Cl | 1.2 | 0.0 | 0.9

Going on with the list:
SMILES | EBI2 block | MPTP inh | CXCR6 inh
COc1ccc(CN2C[C@@H](CO)O[C@@H](n3cnc4c(NCCN(C)C)ncnc43)C2)cc1 | -10.9 | 0.2 | 11.2
CC(=O)N1CCN(c2ccc(NC(=O)c3cccc(F)c3)cc2)CC1 | -4.7 | -0.2 | -1.9
NC(=O)C1CCN(C(=O)c2ccc(NS(=O)(=O)/C=C/c3ccccc3)cc2)CC1 | -3.3 | -0.6 | -2.5
O=C(O)CN1C(=O)/C(=C\c2ccccc2OCc2ccccc2)SC1=S | -3.0 | 1.9 | 8.7
OC(c1ccco1)c1nc(-c2cccs2)cs1 (stereo not drawn) | -0.3 | -0.5 | -5.4
COc1cccc(Nc2nc(C(N)COCc3ccccc3)cs2)n1 (stereo not drawn) | -1.6 | 4.1 | -2.7
CCOC(=O)C=Cc1ccc(C(=O)OCC)[nH]1 | -6.5 | 0.9 | -7.7
CCCNC(=O)c1cc(C2CCCCN2C(=O)c2ccc(NC(C)=O)cc2)on1 (stereo not drawn) | -11.0 | -0.2 | 3.2
Cc1ccc(Cc2c(-c3cccc(Cl)c3)nc3ccc(Cl)cn23)cc1 | 12.3 | 0.3 | 8.9
COCCNC(=O)C1(C)Cc2c(-c3cccc(C(F)(F)F)c3)ccnc2O1 (stereo not drawn) | 3.1 | 0.1 | 2.6
CC1(C)CC(=O)C=C(c2ccc(COC(=O)c3ccccc3)cc2)C1=O | -0.3 | 0.3 | -1.3
CCCNC(=O)C1(C)CCCN(C(=O)c2cc(F)cc(F)c2)C1 (stereo not drawn) | -7.3 | -0.3 | 6.4
CC(=O)c1cccc(-c2ccnc3c2CC(C(=O)NCc2ccccc2)O3)c1 (stereo not drawn) | -1.2 | 1.5 | -2.6
CC(C)=CCOc1ccc2c(C)c(CCC(=O)N3C[C@H]4C[C@@H](C3)c3cccc(=O)n3C4)c(=O)oc2c1C | 6.7 | -0.2 | 2.6
COC(=O)c1ccc2nc(-c3cccc(Br)c3)c(CC3CCCCC3)n2c1 | 13.7 | -0.7 | 5.2
CC1(CO)CCCC1NCCNC1CCCC1(C)CO (stereo not drawn) | -5.4 | -0.7 | 2.9
O=C(OCc1ccccc1)N1CCC2CC1c1cc(N3CCN(S(=O)(=O)c4cc(Cl)cc(Cl)c4)CC3)ccc12 (stereo not drawn) | 4.7 | 0.0 | 5.4
O=S1(=O)CC(N2CCN(c3ncccn3)CC2)CN1Cc1ccc(F)cc1 (stereo not drawn) | -7.1 | -1.1 | 2.6
COc1cc(OC)nc(C(NC(=O)C2CCN(Cc3ccc(Oc4ccccc4)cc3)CC2)c2ccccc2C)n1 (stereo not drawn) | 53.3* | 2.2 | 28.0
CC(C)CC1NC(=O)c2cc3ccccc3cc2-n2c1nc1ccc(F)cc1c2=O (stereo not drawn) | 32.5 | -2.2 | -4.5
CNc1cncc(-c2ccc(O)cc2)n1 | -1.0 | -0.3 | -10.4
Cc1cccc(C)c1NC(=O)c1csc([C@H]2C[C@H](O)[C@@H](CO)O2)n1 | 6.3 | -0.6 | -0.5
CNc1nc(NCc2ccc(C)cc2C)c2sccc2n1 | -22.4 | 2.8 | -13.3
CCCN(C)C1CN(Cc2cn(Cc3ccc(Cl)cc3)nn2)S(=O)(=O)C1 (stereo not drawn) | -3.3 | 1.2 | 0.3
CCCCCC(=O)N1C[C@@H](n2cc(C3CC3)nn2)[C@H](O)C[C@@H]1c1ccc(Cl)cc1 | 11.2 | -0.1 | -0.3
SMILES | EBI2 block | MPTP inh | CXCR6 inh
O=Cc1ccc2c(c1)OCCOCCOCCOCCO2 | 0.7 | -0.7 | 1.8
CC(C)C[C@@H]1O[C@H](CCc2ccccc2)CC2=C1C(=O)OC(C)(C)O2 | 4.1&10.1 | 1.9&0.8 | 1.7&-4.9
Cc1ccc([C@@H]2C[C@H]3[C@@H](CN2S(=O)(=O)c2ccc(Cl)cc2)C(=O)C[C@@H](c2cccc4ccccc24)N3S(=O)(=O)c2ccc(C)cc2)cc1 | 6.0 | 1.3 | -1.0
COc1ccccc1-c1cccc(-c2nc(C(=O)N3CCCCC3)cc3c2[C@@H](CCO)N(S(=O)C(C)(C)C)C3)c1 (stereo partly drawn) | -6.7 | -0.8 | -12.2
Cc1ccc(S(=O)(=O)NCc2cccc([N+](=O)[O-])c2)cc1 | 2.8 | 0.8 | -1.0
NC(=S)NN=Cc1cc(-c2cccc(N)c2)ccn1 | -37.9 | -0.2 | -14.5
COc1ccccc1-c1cnc(C(O)c2ccc(F)c(C)c2)[nH]1 (stereo not drawn) | 6.4 | 3.8 | -12.9
CC(C)C[C@H]1CN(CCCC[C@@H]2CNC(=O)C(=O)N2CCc2ccccc2)C(=O)C(=O)N1CCc1ccc(O)cc1 | 2.7 | -2.0 | -3.9
CC(O)(c1cccc(F)c1)c1nc(/C=C/c2ccccc2)cs1 (stereo not drawn) | -3.4 | 2.4 | -1.2
COc1ccc(-c2ccc(CN3C(CC(C)C)C(=O)N(Cc4cn(CCC5OCCCO5)nn4)CCS3(=O)=O)cc2)cc1OC (stereo not drawn) | 13.8 | -0.4 | 0.7
CCNC(=O)C1(C)CCN(C(=O)c2c(F)ccc(C)c2F)C1 (stereo not drawn) | -6.8 | -1.0 | 4.3
COc1ccc(C#Cc2cccc(-c3nc(C(=O)NCCCN4CCOCC4)cc4c3[C@H](CCO)N(S(=O)C(C)(C)C)C4)c2)cc1OC (stereo partly drawn) | 5.5 | -1.7 | 6.2
Cc1ccc(CN2CC(N3CCN(c4ccccn4)CC3)CS2(=O)=O)cc1 (stereo not drawn) | -7.1 | -1.6 | -2.3
CN(Cc1ccccc1F)c1cc2c(c3c1ccn3C)C1CCC2C1 (stereo not drawn) | 8.5 | 1.7 | -6.4
OC(c1ccccc1)(c1nc(-c2ccc3c(c2)OCO3)cs1)C(F)(F)F (stereo not drawn) | 18.8 | 1.2 | -4.7
